PGK inhibitor: blocks T. brucei phosphoglycerate kinase; P07378; PGK/GAPDH coupled, Kinase-Glo luminescence, 60 min; Potency, µM (series often up to 57.5 µM), for the others: top-dose activity change, negative = inhibition, actives largely listed as inhibitors; 380,000 tested, 0.043% active; note: potency is the fitted concentration of half-maximal effect; % is set by controls: 0 for no effect and ±100 for the full control effect; nearly all actives have a fitted effect of over 60% in size
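Luminescent ATP detection (Kinase-Glo Plus) follows a 60-minute room-temperature incubation, with wells lacking PGK as controls. Buffer: 100 mM TEA (pH 7.6), 5 mM MgCl2, 0.01% Tween-20. Coupling enzyme GAPDH (100 nM final) supplies unstable 1,3-BPG in-well.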
Pin1 inhibitor: inhibitors of human Pin1. Q13526. Pin1 FP peptide displacement, HiFluor488, 10 min. Potency, µM (titrated, usually from 115 µM), for inactives: at the highest dose activity, negative = inhibition, actives largely listed as inhibitors. 390,000 tested, 0.009% active; active = well fitted inhibition curve with a large enough effect in the polarisation, with a control signal flat, not every such curve was filed as active; inconclusive = small, poorly fitted or top-dose-only effect, or effect the other way, or a change in a side signal; inactive = no such curve, though single readings can be large or run the other way; the % refers to the polarisation; note: potency is the fitted concentration of half-maximal effect; % is set by controls: 0 for no effect and ±100 for the full control effect
HP1b binding inh: blocks HP1-beta chromodomain binding to methylated histone tails; P83916; AlphaScreen HP1-beta / biotin-H3K9me3 peptide binding; Potency, µM (doses to about 114 µM), inactives show at the highest dose activity change, negative = inhibition, actives largely listed as inhibitors; 390,000 tested, 0.56% active; AID 540317; note: potency is the fitted concentration of half-maximal effect; nearly all actives have a fitted effect of over 70% in size; inactives centre near 23
Target sequence (P83916 whole entry, looked up): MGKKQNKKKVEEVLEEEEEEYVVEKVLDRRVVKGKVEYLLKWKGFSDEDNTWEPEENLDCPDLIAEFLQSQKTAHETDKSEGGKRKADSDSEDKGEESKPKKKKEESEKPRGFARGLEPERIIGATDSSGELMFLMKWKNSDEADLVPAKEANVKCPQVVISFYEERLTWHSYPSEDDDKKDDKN
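HP1-beta protein (50 nM final) preincubated 30 min at room temperature with biotinylated H3(1-18)K9me3 peptide (50 nM) in PBS pH 7.4, 0.01% Tween-20, then compound added for 30 min. AlphaScreen streptavidin donor/nickel chelate acceptor beads (10 ug/mL final), 30 min dark, luminescence read.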
TrxR1 substrate: is turned over as a substrate by rat TrxR1; O89049; purified TrxR1 substrate turnover, NADPH consumption readout; Potency, µM (highest dose often 114 µM), inactives show top-dose activity change, negative = substrate turnover; 390,000 tested, 0.01% active; note: potency is the fitted concentration of half-maximal effect; % is set by controls: 0 for no effect and ±100 for the full control effect; nearly all actives have a fitted effect of over 50% in size
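Rat TrxR1, dispensed at 90 nM, was prereduced with 400 uM NADPH (final) for 5 min at ~22 deg C, then incubated with compound 15 min before 400 uM selenite. A first-read NADPH fluorescence drop versus no-compound background flagged substrates.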
USP1 inh: blocks the human USP1/UAF1 deubiquitinase complex | 390,000 tested, 0.23% active | Potency, µM (doses to about 57.1 µM), for inactives: top-dose activity change, negative = inhibition, usual class: inhibitors | recombinant USP1/UAF1, Ub-Rhodamine cleavage fluorescence | O94782; note: potency is the fitted concentration of half-maximal effect; % is set by controls: 0 for no effect and ±100 for the full control effect; nearly all actives have a fitted effect of over 60% in size; inactives centre near -12
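USP1/UAF1 complex (1 nM) preincubated 15 min at room temperature with compound, then Ub-Rho substrate (150 nM final) added. Kinetic fluorescence at 480/540 nm over 6 reads at 60 s intervals; 50 mM HEPES pH 7.8, 0.5 mM EDTA, 0.1 mg/ml BSA, 1 mM TCEP, 0.01% Tween-20.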
GLS inh: glutaminase GLS (human) inhibition; GLS enzymatic activity, qHTS titration; Potency, µM (highest dose often 45.5 µM), for the others: top-dose activity change, negative = inhibition, most hits filed as inhibitors; 410,000 tested, 0.21% active; AID 624170; note: potency is the fitted concentration of half-maximal effect; % is set by controls: 0 for no effect and ±100 for the full control effect
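Read-out is an Amplex red fluorescence increase coupled through glutamate oxidase and HRP, measured before and after 30 min room-temperature incubation. hKGA is in 45 mM KH2PO4 (pH 8.2) with 0.02% Tween-20; glutamine added as 1mM solution.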
PI4K2A block: blocks human PI4K2A kinase activity; Q9BTU6; 420,000 tested, 0.13% active; purified PI4K2A, ADP-Glo luminescence, 1 h; active compounds read low; activity change, negative = inhibition, % at 76.9 µM; in the data active = activity change below about -50%; inconclusive = mostly about -30% to -49%;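 note: -100% = wells without enzyme as full effect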
Target sequence (Q9BTU6 whole entry, looked up): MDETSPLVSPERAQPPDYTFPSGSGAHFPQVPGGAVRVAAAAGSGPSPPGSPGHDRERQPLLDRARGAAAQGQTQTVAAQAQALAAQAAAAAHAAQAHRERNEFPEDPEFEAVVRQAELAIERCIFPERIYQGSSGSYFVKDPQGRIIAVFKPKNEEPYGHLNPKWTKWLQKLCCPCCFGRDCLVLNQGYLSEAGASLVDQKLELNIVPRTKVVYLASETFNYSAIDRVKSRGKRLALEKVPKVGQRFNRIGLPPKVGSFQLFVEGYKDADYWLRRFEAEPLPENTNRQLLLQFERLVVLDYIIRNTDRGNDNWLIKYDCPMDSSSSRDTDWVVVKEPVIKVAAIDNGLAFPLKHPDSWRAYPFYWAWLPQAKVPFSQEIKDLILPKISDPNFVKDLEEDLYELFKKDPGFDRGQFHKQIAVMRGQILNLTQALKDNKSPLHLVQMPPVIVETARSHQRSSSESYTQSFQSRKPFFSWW
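Compounds are screened against recombinant PI4K2A using PI as substrate and ATP, the latter dispensed at 300 microM. Reactions run one hour at ambient temperature before ADP-Glo detection; full inhibition defined by wells lacking enzyme.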
TrxR1 inh: rat TrxR1 inhibition | O89049 | recombinant rTrxR1, NADPH fluorescence consumption, selenite substrate | Potency, µM (titrated, usually from 114 µM), for inactives: top-dose activity change, negative = inhibition, usual class: inhibitors | 390,000 tested, 1% active | AID 588453; note: potency is the fitted concentration of half-maximal effect; % is set by controls: 0 for no effect and ±100 for the full control effect; nearly all actives have a fitted effect of over 65% in size
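Rat TrxR1 (90 nM in the dispensed reagent) was pre-reduced with 400 uM NADPH for 5 min at room temperature, then incubated with compound for 15 min. After 400 uM selenite was added, NADPH fluorescence (Ex 340/Em 450 nm) was followed for 8 min.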
mIDH1 inhibitor: inhibitors of human mutant IDH1 R132H; O75874; IDH1-R132H enzyme, NADPH consumption, diaphorase/resazurin fluorescence; Potency, µM (titrated, usually from 76.6 µM), without a hit: at the top dose activity change, negative = inhibition, usual class: inhibitors; 390,000 tested, 0.093% active; note: potency is the fitted concentration of half-maximal effect; % is set by controls: 0 for no effect and ±100 for the full control effect; nearly all actives have a fitted effect of over 65% in size
Target sequence (O75874 whole entry R132H, stated change not applied): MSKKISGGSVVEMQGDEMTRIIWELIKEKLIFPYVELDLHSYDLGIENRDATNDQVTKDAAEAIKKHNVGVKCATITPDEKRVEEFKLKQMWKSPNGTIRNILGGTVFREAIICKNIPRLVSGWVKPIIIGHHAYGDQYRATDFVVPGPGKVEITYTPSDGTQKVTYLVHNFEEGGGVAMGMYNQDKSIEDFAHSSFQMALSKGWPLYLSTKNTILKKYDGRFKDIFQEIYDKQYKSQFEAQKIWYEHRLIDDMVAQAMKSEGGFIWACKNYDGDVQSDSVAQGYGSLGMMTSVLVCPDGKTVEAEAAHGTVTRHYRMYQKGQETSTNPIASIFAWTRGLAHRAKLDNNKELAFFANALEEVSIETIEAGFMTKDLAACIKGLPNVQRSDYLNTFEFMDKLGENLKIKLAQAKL
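IDH1-R132H (0.5 ug/mL dispensed) in pH 7.5 Tris buffer was preincubated 30 min with compound, then given a substrate mix of 0.016 mM NADPH and 2 mM alpha-KG for 80 min at room temperature; remaining NADPH was read by diaphorase/resazurin fluorescence.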
Active calls of the source: *; [ ] = remark or other dose. Unless noted, calls come from the whole dose curve; as a rule, active = well fitted curve in the direction sought with a large enough effect; inconclusive = small, poorly fitted or top-dose-only effect, or another doubt; inactive = no such curve, though single readings can be large; an effect the other way counts as inactive or inconclusive.

What do the screens show for `COc1cccc(CNC(=O)CCc2c(C)c3cc4c(C)coc4c(C)c3oc2=O)c1`?
PGK inhibitor: 0%; Pin1 inhibitor: 55%[activator]; HP1b binding inh: 17%; TrxR1 substrate: 5%; USP1 inh: 0%; GLS inh: 0%; PI4K2A block: -4; TrxR1 inh: 13%; mIDH1 inhibitor: -16%

Results for CC(C)Cc1nnc(NS(=O)(=O)c2ccccc2)s1 ?
PGK inhibitor: inactive; USP1 inh: -16%; GLS inh: 9%; PI4K2A block: 1; mIDH1 inhibitor: -14%

What do the screens show for `O=C(COc1coc(CN2CCN(c3ccc(F)cc3)CC2)cc1=O)NC1CCCC1`?
PGK inhibitor: 6%; Pin1 inhibitor: -1%; HP1b binding inh: 15%; TrxR1 substrate: 0%; USP1 inh: -17%; GLS inh: 16%; PI4K2A block: -1; TrxR1 inh: -4%; mIDH1 inhibitor: 5%

Results for COc1cccc(N2CCN(C(=O)C3CCN(S(=O)(=O)c4ccc5c(c4)CC(C)N5C(C)=O)CC3)CC2)c1 (centres undefined) ?
PGK inhibitor: -1%; Pin1 inhibitor: -8%; HP1b binding inh: 13%[57 µM]; TrxR1 substrate: -3%; USP1 inh: -11%; GLS inh: 21%; PI4K2A block: -5; TrxR1 inh: -4%; mIDH1 inhibitor: -3%

What do the screens show for `Cn1c(CSCc2ccccc2)n[nH]c1=S`?
PGK inhibitor: inactive; Pin1 inhibitor: -6%; HP1b binding inh: 12%; TrxR1 substrate: 6%[57.1 µM]; USP1 inh: -4%; GLS inh: 7%; PI4K2A block: -5; TrxR1 inh: -7%[57.1 µM]; mIDH1 inhibitor: -8%

How did O=C(Nc1cc(Cl)c(O)c(Cl)c1)C1CCCO1 (centres undefined) do in these assays?
Pin1 inhibitor: 6%; HP1b binding inh: 10%; TrxR1 substrate: 6%; USP1 inh: 0%; GLS inh: 32%[activator]; PI4K2A block: 1; TrxR1 inh: -6%; mIDH1 inhibitor: 9%

Results for C=C[C@H]1[C@H](OC2OC(CO)C(O)C(O)C2O)OC=C(C(=O)OC)[C@H]1C[C@H]1CC(=O)C[C@H](CC(=O)CCc2ccc(O)cc2)O1 (some centres undefined) ?
PGK inhibitor: -6%; Pin1 inhibitor: -1%; HP1b binding inh: 39%[activator]; TrxR1 substrate: -1%; USP1 inh: -19%; GLS inh: 2%; PI4K2A block: 2; TrxR1 inh: 8%; mIDH1 inhibitor: 0%

Results for S=C(Nc1ccc(Cl)cc1)c1sc(N2CCCCC2)nc1N1CCOCC1 ?
PGK inhibitor: 4%; Pin1 inhibitor: inconclusive; HP1b binding inh: inconclusive; TrxR1 substrate: -1%; USP1 inh: 0%; GLS inh: 15%; PI4K2A block: -2; TrxR1 inh: -13%; mIDH1 inhibitor: 2%

Results for COc1ccc(CCNC(=O)c2cccc(NS(=O)(=O)c3ccccc3F)c2)cc1OC ?
PGK inhibitor: inactive; Pin1 inhibitor: 0%; HP1b binding inh: 13%; TrxR1 substrate: -5%; USP1 inh: -17%; GLS inh: -2%; PI4K2A block: -1; TrxR1 inh: 7%; mIDH1 inhibitor: 4%

Results for O=C(COc1ccccc1)N1CCc2ccccc21 ?
PGK inhibitor: inactive; Pin1 inhibitor: -3%; HP1b binding inh: 40%[activator]; TrxR1 substrate: -13%[57.1 µM]; USP1 inh: -7%; GLS inh: -10%; PI4K2A block: 2; TrxR1 inh: 6%[57.1 µM]; mIDH1 inhibitor: 12%

How did O=C1c2ccccc2C(=O)N1c1ncc(Cc2ccc(Cl)cc2)s1 do in these assays?
PGK inhibitor: -8%; Pin1 inhibitor: 0%; HP1b binding inh: 21%; TrxR1 substrate: -7%; USP1 inh: -7%; GLS inh: 13%; PI4K2A block: -4; TrxR1 inh: 7%[57.1 µM]; mIDH1 inhibitor: 2%

Results for COc1ccc(S(=O)(=O)N2c3cc(C)ccc3OCC2C(C)(C)C)cc1 (centres undefined) ?
PGK inhibitor: 6%; Pin1 inhibitor: 1%; HP1b binding inh: 51%[activator]; TrxR1 substrate: 5%[57.1 µM]; USP1 inh: -16%; GLS inh: 18%; PI4K2A block: 6; TrxR1 inh: 42%[activator][57.1 µM]; mIDH1 inhibitor: -3%

Results for CCOC(=O)c1nc(C)nc(Sc2n[nH]c(-c3ccc(C(C)(C)C)cc3)n2)c1C ?
PGK inhibitor: 9%; Pin1 inhibitor: -5%; HP1b binding inh: 39%[activator]; TrxR1 substrate: -3%; USP1 inh: -15%; GLS inh: 6%; PI4K2A block: 1; TrxR1 inh: 16%; mIDH1 inhibitor: -6%

Results for O=C(c1ccc(COCC(F)(F)F)o1)N1CCCCCC1 ?
PGK inhibitor: 5%; Pin1 inhibitor: -3%; HP1b binding inh: 18%; TrxR1 substrate: 7%; USP1 inh: -7%; GLS inh: 8%; PI4K2A block: -8; TrxR1 inh: 16%; mIDH1 inhibitor: 0%

How did O=C(Cc1ccccc1)N/N=C/c1ccccc1OCc1ccc(Cl)cc1 do in these assays?
PGK inhibitor: 3%; Pin1 inhibitor: -2%; HP1b binding inh: 25%; TrxR1 substrate: 4%[57.1 µM]; USP1 inh: -17%; GLS inh: -1%; PI4K2A block: 8; TrxR1 inh: 1%[57.1 µM]; mIDH1 inhibitor: 5%

What do the screens show for `Cc1cc(C)nc(Nc2n[nH]c(COc3ccccc3)n2)n1`?
PGK inhibitor: 2%; Pin1 inhibitor: -5%; HP1b binding inh: -3%; TrxR1 substrate: 6%[57.1 µM]; USP1 inh: -6%; GLS inh: inconclusive; PI4K2A block: -5; TrxR1 inh: 11%[57.1 µM]; mIDH1 inhibitor: 3%

What do the screens show for `CCCCCOP(=O)(c1ccccc1)c1ccccc1`?
PGK inhibitor: -12%; Pin1 inhibitor: 0%; HP1b binding inh: 26%; TrxR1 substrate: -14%; USP1 inh: -9%; GLS inh: 1%; PI4K2A block: 2; TrxR1 inh: -14%; mIDH1 inhibitor: 5%

Results for COC(=O)c1ccc(-c2ccc(OC)c(C3C4C=CCC(C)C4C(=O)N3Cc3ccccc3)c2)cc1 (centres undefined) ?
Pin1 inhibitor: -3%; HP1b binding inh: 15%; TrxR1 substrate: 23%; TrxR1 inh: 28%

Results for CCOC(=O)N1CCN(C(=O)c2ccc(Cl)c(NC(=O)c3cccs3)c2)CC1 ?
PGK inhibitor: -4%; Pin1 inhibitor: -1%; HP1b binding inh: 39%; TrxR1 substrate: -4%; USP1 inh: -5%; GLS inh: 2%; PI4K2A block: 2; TrxR1 inh: 10%; mIDH1 inhibitor: -8%

What do the screens show for `CCOc1ccc2c(C)c(C(=O)O)oc2c1OCC`?
PGK inhibitor: -8%; Pin1 inhibitor: 4%; HP1b binding inh: 39%; TrxR1 substrate: 308%[activator]; USP1 inh: 2%; GLS inh: 1%; PI4K2A block: 3; TrxR1 inh: 99%[activator]; mIDH1 inhibitor: 8%

Results for CN(C)S(=O)(=O)c1ccc(Cl)c(NC(=O)CN2CCc3ccccc3C2)c1 ?
PGK inhibitor: -8%; Pin1 inhibitor: 25%; HP1b binding inh: 55%[activator]; TrxR1 substrate: 4%[57.1 µM]; USP1 inh: -26%; GLS inh: 1%; PI4K2A block: 9; TrxR1 inh: 16%[57.1 µM]; mIDH1 inhibitor: -3%

What do the screens show for `NC(=S)NN=C1C=CCCC1`?
PGK inhibitor: inactive; Pin1 inhibitor: 2%; HP1b binding inh: -25%; TrxR1 substrate: 5%; USP1 inh: -23%; GLS inh: 19%; PI4K2A block: -4; TrxR1 inh: -17%; mIDH1 inhibitor: -2%

Results for Cc1cc(C)c(NC(=O)CSc2nc(=O)n(Cc3cccnc3)c3c2CCC3)c(C)c1 ?
PGK inhibitor: inactive; Pin1 inhibitor: 1%; HP1b binding inh: 24%; TrxR1 substrate: -2%[57.1 µM]; USP1 inh: -2%; GLS inh: 3%; PI4K2A block: 3; TrxR1 inh: 13%[57.1 µM]; mIDH1 inhibitor: 0%

Filtered by structure, those above with an NH in an aromatic ring.
What do the screens show for `Cn1c(CSCc2ccccc2)n[nH]c1=S`?
PGK inhibitor: inactive; Pin1 inhibitor: -6%; HP1b binding inh: 12%; TrxR1 substrate: 6%[57.1 µM]; USP1 inh: -4%; GLS inh: 7%; PI4K2A block: -5; TrxR1 inh: -7%[57.1 µM]; mIDH1 inhibitor: -8%

Results for CCOC(=O)c1nc(C)nc(Sc2n[nH]c(-c3ccc(C(C)(C)C)cc3)n2)c1C ?
PGK inhibitor: 9%; Pin1 inhibitor: -5%; HP1b binding inh: 39%[activator]; TrxR1 substrate: -3%; USP1 inh: -15%; GLS inh: 6%; PI4K2A block: 1; TrxR1 inh: 16%; mIDH1 inhibitor: -6%

What do the screens show for `Cc1cc(C)nc(Nc2n[nH]c(COc3ccccc3)n2)n1`?
PGK inhibitor: 2%; Pin1 inhibitor: -5%; HP1b binding inh: -3%; TrxR1 substrate: 6%[57.1 µM]; USP1 inh: -6%; GLS inh: inconclusive; PI4K2A block: -5; TrxR1 inh: 11%[57.1 µM]; mIDH1 inhibitor: 3%

Screens as filed in PubChem BioAssay.

Only part of the results is shown (hit frequency here may not be typical).
